Assay outcomes from PubChem.
ASK1 inh: human ASK1 kinase inhibition, primary screen; inhibition, % at 7.44 µM; Q99683; AID 1159602; hit rate 0.99% among 22,000; AlphaScreen MKK6 phosphorylation by ASK1, luminescence; in the data active = inhibition above about 35%;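 note: 0% = median of compound wells and 100% = no enzyme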
Target sequence (Q99683 whole entry, looked up): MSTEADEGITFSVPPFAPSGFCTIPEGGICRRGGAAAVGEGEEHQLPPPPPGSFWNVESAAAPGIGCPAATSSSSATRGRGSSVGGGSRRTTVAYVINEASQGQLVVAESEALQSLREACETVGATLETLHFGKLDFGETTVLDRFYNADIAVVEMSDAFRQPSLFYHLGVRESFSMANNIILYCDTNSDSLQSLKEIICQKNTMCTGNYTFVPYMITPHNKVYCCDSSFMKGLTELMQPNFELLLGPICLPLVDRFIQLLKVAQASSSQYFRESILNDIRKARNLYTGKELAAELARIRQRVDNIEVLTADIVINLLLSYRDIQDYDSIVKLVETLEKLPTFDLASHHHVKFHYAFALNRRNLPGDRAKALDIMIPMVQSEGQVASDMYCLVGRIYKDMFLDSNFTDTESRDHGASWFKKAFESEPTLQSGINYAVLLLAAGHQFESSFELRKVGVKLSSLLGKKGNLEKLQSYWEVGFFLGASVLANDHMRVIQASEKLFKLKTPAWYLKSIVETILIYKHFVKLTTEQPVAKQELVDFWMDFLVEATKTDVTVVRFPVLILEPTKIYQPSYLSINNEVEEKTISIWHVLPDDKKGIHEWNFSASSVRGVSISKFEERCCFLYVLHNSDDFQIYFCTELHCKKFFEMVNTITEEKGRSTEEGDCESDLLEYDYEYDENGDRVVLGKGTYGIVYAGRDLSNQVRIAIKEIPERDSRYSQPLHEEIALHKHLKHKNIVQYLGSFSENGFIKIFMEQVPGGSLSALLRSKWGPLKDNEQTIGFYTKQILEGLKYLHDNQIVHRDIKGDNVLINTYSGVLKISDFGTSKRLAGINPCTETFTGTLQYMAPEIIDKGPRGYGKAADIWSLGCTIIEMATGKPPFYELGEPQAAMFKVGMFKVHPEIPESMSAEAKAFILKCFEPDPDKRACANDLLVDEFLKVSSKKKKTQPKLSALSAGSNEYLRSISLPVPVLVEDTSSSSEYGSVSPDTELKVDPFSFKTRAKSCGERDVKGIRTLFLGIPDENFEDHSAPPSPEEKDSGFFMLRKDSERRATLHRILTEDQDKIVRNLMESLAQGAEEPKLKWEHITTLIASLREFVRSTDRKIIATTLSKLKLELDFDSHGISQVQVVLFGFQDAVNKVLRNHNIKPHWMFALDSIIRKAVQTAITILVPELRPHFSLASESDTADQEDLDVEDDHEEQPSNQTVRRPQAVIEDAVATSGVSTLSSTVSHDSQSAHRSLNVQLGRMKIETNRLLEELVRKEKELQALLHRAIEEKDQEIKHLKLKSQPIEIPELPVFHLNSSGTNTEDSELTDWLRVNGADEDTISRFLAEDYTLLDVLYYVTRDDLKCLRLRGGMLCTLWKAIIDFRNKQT
ULK1 primary: inhibitors of human ULK1 kinase | AlphaScreen Atg13 phosphorylation by ULK1, luminescence | hit rate 1.9% among 30,000 | O75385 | inhibition, % at 5.96 µM; in the data active = inhibition above about 43%;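 note: 0% = median of compound wells and 100% = no enzyme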
* = called active by the depositor; x = no result given; & = joins results of further samples.

| Compound | ASK1 inh | ULK1 primary |
| --- | --- | --- |
| COc1cc(OC)nc(Oc2cccnc2/C=N/NC(=O)Nc2ccccc2)n1 | x | 6.9 |
| CCNc1nc(C(=O)NCCc2ccc(OC)cc2)cs1 | -10.6 | -8.1 |
| COc1ccc(-c2cc(C(=O)Nc3cc(OC)c(OC)c(OC)c3)ccn2)cn1 | 9.4 | -6.3 |
| O=C1CCCN1CCCNc1nc(NCCO)c2ncn(-c3ccsc3)c2n1 | -39.1 | 0.4 |
| COc1nc(N)nc(-c2ccc(N3CCOCC3)nc2)n1 | -1.9 | 4.7 |
| COc1cc(Nc2ncnc3c2nc(N2CCN(c4ccccn4)CC2)n3C(C)C)cc(OC)c1OC | -0.1 | -3.5 |
| Oc1cccc2[nH]ccc12 | x | 19.7 |
| O=S(=O)(NCc1nc(-c2ccncc2)n[nH]1)c1cccs1 | 9.0 | 10.9 |
| COc1ccc(-c2nc(NCc3cccc(C(F)(F)F)c3)c3[nH]cnc3n2)cc1 | 3.1 | -8.2 |
| Cc1cnc(-c2ccc(C(=O)N3CCN(C)CC3)cc2)nc1NCCc1ccc(O)cc1 | -2.6 | -4.5 |

Later entries.
| Compound | ASK1 inh | ULK1 primary |
| --- | --- | --- |
| Cc1cncc2cccc(N3CCN(C(=O)C(O)c4ccc(Br)cc4)CC3)c12 (centres undefined) | -2.5 | -11.7 |
| CCCNc1nc(N2CCN(Cc3ccc4c(c3)OCO4)CC2)nc2nc[nH]c12 | 7.3 | 3.7 |
| COc1cccc(CN(CC2CC2)C(=O)Nc2ccc(-c3cn[nH]c3)cc2)c1 | -10.8 | -8.0 |
| CC(C)NC(=O)CSc1nc(-c2ccco2)cc(C(F)(F)F)n1 | x | 5.6 |
| CC(C)n1c(N2CCc3ccccc3C2)nc2c(Nc3ccc(Oc4ccccc4)cc3)ncnc21 | 22.6 | 2.1 |
| c1ccc(-c2ccc3cnc(Nc4ccc(-n5cnc(N6CCOCC6)n5)cc4)nc3c2)nc1 | 19.0 | 21.6 |
| c1ccc(N2CCN(c3cc(-c4cccnc4)nc(-c4ccncc4)n3)CC2)nc1 | x | 2.3 |
| COCCn1nnnc1C(c1cc2ccc(C)cc2[nH]c1=O)N1CCc2ccccc21 (centres undefined) | x | -5.3 |
| COc1cc(Nc2cc(NCCCN3CCCC3=O)ncn2)cc(OC)c1OC | 11.8&-6.3 | -5.3&16.1 |
| Nc1nc(Nc2ccc(C(F)(F)F)cc2)nc2c1ncn2Cc1ccc(C(F)(F)F)cc1 | -3.3 | 5.2 |

Next section.
| Compound | ASK1 inh | ULK1 primary |
| --- | --- | --- |
| CS(=O)(=O)c1ccc(NCc2ccco2)c(F)c1 | x | 8.1 |
| Fc1cccc(CN2CCCC(c3nc4ccc(-c5ccncc5)cc4[nH]3)C2)c1 (centres undefined) | -6.7 | 1.2 |
| O=C(Nc1cccc(C(F)(F)F)c1)c1cc(Br)cc(Br)c1O | x | 34.6 |
| O=C(NCCN1CCOCC1)c1ccc2c(c1)CC(c1nc3ccc(-c4cn[nH]c4)cc3c(=O)[nH]1)CO2 (centres undefined) | 19.6 | 3.0 |
| CCNc1nc(NCc2cccc(C(F)(F)F)c2)c2ncn(C(C)C)c2n1 | 16.5 | -5.9 |
| O=C(NCc1nc(-c2ccncc2)n[nH]1)c1ccc2c(c1)OCCO2 | 3.9 | 2.2 |
| CN(Cc1ccccc1)C(=O)Nc1ccc(-c2cn[nH]c2)cc1OCCN1CCOCC1 | -13.2 | 1.8 |
| COc1ccc(CCNC(=O)c2ccnc(Nc3ncccn3)c2)cc1 | -2.3 | 10.4 |
| COc1ccc(CCNc2nc(-c3c(C)nn(C)c3C)nc3c2ncn3-c2ccsc2)cc1 | 0.4 | -6.1 |
| CC(=O)Nc1ccc(Nc2cc(C)nc(NCCCN3CCCC3=O)n2)cc1 | -10.8 | 2.2 |

(further entries)
| Compound | ASK1 inh | ULK1 primary |
| --- | --- | --- |
| O=C(NCCOc1ccccc1)c1csc(-c2ccc(N3CCOCC3)nc2)n1 | -12.3 | 1.4 |
| COc1cc(Nc2nc(NCc3nc4ccccc4[nH]3)c3ncn(Cc4ccc(C(F)(F)F)cc4)c3n2)cc(OC)c1OC | -3.9 | 8.8 |
| CCOc1ccccc1-c1cc(=O)c2ccc(NC(=O)c3cccs3)cc2o1 | x | 6.5 |
| CC(C)(Sc1cc(C(C)(C)C)c(O)c(C(C)(C)C)c1)Sc1cc(C(C)(C)C)c(O)c(C(C)(C)C)c1 | x | -1.2 |
| CC(=O)c1cccc(-c2cc(NCCO)ncn2)c1 | -10.3 | 0.0 |
| O=C(NCCOc1ccccc1)c1ccc2nc(Nc3ccc(N4CCOCC4)cc3)sc2c1 | 19.7 | 11.8 |
| CCNc1nc(NCc2cccc(C(F)(F)F)c2)c2ncn(Cc3ccc(C(F)(F)F)cc3)c2n1 | -1.1 | -14.1 |
| CN1CCN(c2ccc(-c3ncc(C(=O)Nc4ccccc4)s3)cc2)CC1 | -5.8 | -1.8 |
| CC(=O)Nc1ccc(Nc2nc(-c3ccc(C(N)=O)cc3)nc3c2ncn3Cc2ccc(C(F)(F)F)cc2)cc1 | 14.3 | -11.5 |
| Cc1cc(N(CCO)CCO)ccc1N=Nc1ccc(F)cc1 | x | -19.5 |

Next part:
| Compound | ASK1 inh | ULK1 primary |
| --- | --- | --- |
| CCN(CC)C(=O)C1CCCN(c2ccc(-n3cc(CC(=O)Nc4cc(OC)c(OC)c(OC)c4)c4ccccc43)nn2)C1 (centres undefined) | 4.0 | 17.6 |
| Nc1cc(N2CCC(N3CCOCC3)CC2)ncn1 | -2.6 | -6.8 |
| CCN(CC)c1nc(NCc2nc3ccccc3[nH]2)nc(Nc2ccncn2)n1 | -12.4 | 5.2 |
| c1cc(-n2cnc3c(NCCN4CCOCC4)nc(N4CCC(N5CCOCC5)CC4)nc32)cs1 | -6.3 | 3.7 |
| COc1ccc(CCNc2cc(-c3c(C)nn(C)c3C)ncn2)cc1 | 4.2 | 1.8 |
| O=C(NC1CC1)c1csc(Nc2ncccn2)n1 | -12.6 | 14.4 |
| NC(=O)c1ccccc1Nc1ccnc(Nc2ccc(N3CCNCC3)cc2)c1 | 0.3 | 48.3* |
| CC(C)n1cnc2c(NCCO)nc(-c3csc4ccccc34)nc21 | -3.9 | 7.5 |
| O=C(NCCN1CCOCC1)c1cnc(Nc2nccc3ccccc23)s1 | -14.9 | 7.8 |
| CC(CN(C)C)CN1c2ccccc2Sc2ccccc21 (centres undefined) | x | 6.2 |

Retrieved by structure from above (5):
| Compound | ASK1 inh | ULK1 primary |
| --- | --- | --- |
| CCN(CC)C(=O)C1CCCN(c2ccc(-n3cc(CC(=O)Nc4cc(OC)c(OC)c(OC)c4)c4ccccc43)nn2)C1 (centres undefined) | 4.0 | 17.6 |
| CCN(CC)c1nc(NCc2nc3ccccc3[nH]2)nc(Nc2ccncn2)n1 | -12.4 | 5.2 |
| O=C(NCCN1CCOCC1)c1cnc(Nc2nccc3ccccc23)s1 | -14.9 | 7.8 |
| Nc1cc(N2CCC(N3CCOCC3)CC2)ncn1 | -2.6 | -6.8 |
| c1cc(-n2cnc3c(NCCN4CCOCC4)nc(N4CCC(N5CCOCC5)CC4)nc32)cs1 | -6.3 | 3.7 |

The list continues:
| Compound | ASK1 inh | ULK1 primary |
| --- | --- | --- |
| COc1cc(Nc2nc(Nc3ccc4ncccc4c3)ncc2C)cc(OC)c1OC | 15.8 | 63.4* |
| Cn1c(-c2cccc([N+](=O)[O-])c2)cnc1NCc1cccc(O)c1 | x | 4.0 |
| Cn1c(Nc2nc3ccc(C(=O)Nc4ccccc4)cc3s2)nc2ccccc21 | -17.7 | 14.1 |
| c1ccc(Nc2nc(NCCN3CCOCC3)c3ncn(C4CCCCC4)c3n2)cc1 | 10.8 | -10.4 |
| CC(=O)Nc1ccc(Nc2cc(NCCN3CCOCC3)ncn2)cc1 | -17.6 | -11.5 |
| Cn1c(Nc2ccc(-n3cc(CC(=O)NCCc4ccc(O)cc4)c4ccccc43)nn2)nc2ccccc21 | 11.3 | -14.5 |
| Cn1nnc2c(C(N)=O)ncn2c1=O | x | 8.2 |
| O=C(NCc1ccccc1)c1cc2cc(-c3ccncc3)ccc2[nH]1 | 9.8 | -6.7 |
| O=C(Nc1ccccc1)c1cccc(N2CCN(c3ccccn3)CC2)n1 | -17.6 | -15.3 |
| CC(C)(C)OC(=O)NC(c1ccc(Cl)cc1)c1nc(-c2ccncc2)no1 (centres undefined) | -15.4 | -6.5 |

Continuation:
SMILES	ASK1 inh	ULK1 primary
CCCNC(=O)c1ccnc(Nc2ccc(-n3ccnc3)cc2)c1	4.2	1.3
CC(=O)Nc1ccc(NC(=O)c2cncc(-c3cccc(N)c3)c2)cc1	-3.6	-6.5
CCOC(=O)C/C(C)=N/NC(=O)c1ccccc1[N+](=O)[O-]	x	14.4
O=C(NCc1ccccc1)c1cnc(-c2csc3ccccc23)s1	-10.4	-1.8
NC(=O)c1csc(-c2cccc(N)c2)n1	2.3	-0.9
Cc1cc(NCc2cccc(C(F)(F)F)c2)nc(Nc2ccccc2)n1	-25.7	-28.7
CCNc1cc(NCCN(C(C)C)C(C)C)ncn1	-2.0	-4.5
CCCNC(=O)c1ccnc(NCc2ccc3c(c2)OCO3)c1	-1.0	3.7
CC(=O)CSc1nc2c(c(=O)n(C)c(=O)n2C)n1Cc1ccccc1Cl	x	0.7
Cc1cccc(C[C@H](N)c2nc3ccc(-c4ccncc4)cc3[nH]2)c1	5.1	-16.1
O=C(NC1CC1)c1cccc(N2CCN(Cc3ccc4c(c3)OCO4)CC2)n1	-17.0	-17.6
N[C@H](Cc1ccccc1)C(=O)N1CCC(C(=O)Nc2ccc3[nH]ncc3c2)C1 (some centres undefined)	-19.1	7.7
FC(F)(F)c1cccc(-c2cc(NCCCN3CCOCC3)nc(-c3cccnc3)n2)c1	x	-6.3
COc1ccc(-c2cncc(C(=O)NCCN3CCOCC3)c2)cc1	-14.3	-6.9
CN(C)CCOc1cc(-c2cn[nH]c2)ccc1NC(=O)[C@H]1Cc2ccccc2CN1	16.7	8.5
O=C(NCCc1ccc(O)cc1)c1csc(-c2ccccc2)n1	-3.7	-16.8
COc1ccc(CCNc2nc(Nc3ccccn3)nc3c2ncn3C2CCCCC2)cc1	0.2	7.8
COc1cc(OC)c2cc(C(=O)O)[nH]c2c1	x	-3.7
CNS(=O)(=O)c1ccccc1Nc1cc(Nc2ccc3c(c2)CCC(=O)N3)ncc1C(F)(F)F	-40.4	90.1*
N[C@@H](Cc1c[nH]c2ccccc12)C(=O)O	x	-5.1

More results
SMILES	ASK1 inh	ULK1 primary
NC(=O)c1ccc(-c2cccc(C(=O)NCCO)n2)cc1	3.9	7.2
Cc1nc(N/N=C/c2cccc([N+](=O)[O-])c2)cc(N2CCOCC2)n1	x	-0.4
CCCNC(=O)C(C)Nc1ccc(OCC)cc1 (centres undefined)	x	-5.7
Cc1nn(C)c(C)c1-c1cc(NC2CCN(Cc3ccccc3)CC2)ncn1	-3.9	7.2
c1ccc(Nc2nc(N3CCN(Cc4ccc5c(c4)OCO5)CC3)nc3nc[nH]c23)cc1	15.3	-7.7
Nc1cccc(-c2cc(Nc3ccc(Oc4ccccc4)cc3)nc(N)n2)c1	-1.6	-22.6
O=C1CCCN1CCCNc1nc(Nc2nccc3ccccc23)nc2c1ncn2CCN1CCCC1=O	-5.4	8.9
O=C(NCCc1ccc(O)cc1)c1cccc(Nc2ccc3ncccc3c2)c1	7.3	-9.3
Cc1cc(N(C)C)nc(Nc2ccc(NC(=O)c3cccc(F)c3)cc2)n1	x	-13.0
CCN(CC)c1nc(NCCN2CCOCC2)nc(Nc2cccc(N(C)C)c2)n1	-11.1	-13.9
Cc1nc(C)n(-c2ccc(Nc3nccc(-c4cc(F)cc(N5CCN(C(C)C)CC5)c4)n3)cc2)n1	18.8	3.6
C[C@H](N)C(=O)N1CCC(C(=O)Nc2ccc3[nH]ncc3c2)C1 (some centres undefined)	-9.5	3.4
COc1ccc(-c2nc3ccc(C(N)=O)cc3s2)cn1	-0.2	7.0
O=C1CCCN1CCCNc1nc(NCCN2CCOCC2)nc2c1ncn2Cc1ccc(C(F)(F)F)cc1	-15.3	-3.6
CCOC(=O)N1CCN(C(c2ccccn2)c2c(O)cc(C)n(CC)c2=O)CC1 (centres undefined)	x	-5.1
COc1ccc(-c2ncc(C(=O)Nc3ccc(Oc4ccccc4)cc3)s2)cn1	13.4	-1.7
CC(C)n1cnc2c(NCCc3ccc(O)cc3)nc(Nc3ccc(-n4ccnc4)cc3)nc21	3.2	-5.2
OCCNc1nc(Nc2ccc(C(F)(F)F)cc2)nc2c1ncn2C1CCCCC1	5.4	-4.2
COc1cc(NC(=O)c2cnc(Nc3ccc(-n4ccnc4)cc3)s2)cc(OC)c1OC	14.9	-8.1
CC(C)n1cnc2c(NCc3ccccc3)nc(-c3ccc(N4CCN(C)CC4)cc3)nc21	13.7	0.5

Further entries follow:
SMILES	ASK1 inh	ULK1 primary
Cc1cnc(NC2CCC(O)CC2)nc1NCCN1CCOCC1 (centres undefined)	-1.9	5.0
CC(C)CC1C(=O)Nc2cc(S(C)(=O)=O)ccc2N1C(=O)c1ccco1 (centres undefined)	x	11.7
CN(C)CCS(=O)c1cc(-c2cn[nH]c2)ccc1NC(=O)[C@H]1Cc2cc(F)ccc2CN1 (some centres undefined)	-35.8&-20.9	23.0&17.5
O=C1CCCN1CCn1cnc2c(NCc3nc4ccccc4[nH]3)nc(Nc3ccncc3)nc21	7.5	7.9
COc1cc(Nc2cc(C)nc(-c3cccc(N)c3)n2)cc(OC)c1OC	18.5	-5.0
c1ccc(N2CCN(c3nc(NCc4cccnc4)c4[nH]cnc4n3)CC2)nc1	-6.2	17.9
CC(C)n1c(Nc2cccc(N(C)C)c2)nc2c(Nc3ccc4c(c3)OCO4)ncnc21	32.6	-9.6

Record cards (already shown). Values in the order: ASK1 inh	ULK1 primary
Cc1nn(C)c(C)c1-c1cc(NC2CCN(Cc3ccccc3)CC2)ncn1 is listed as -3.9	7.2
CS(=O)(=O)c1ccc(NCc2ccco2)c(F)c1 is listed as x	8.1
CCNc1nc(NCc2cccc(C(F)(F)F)c2)c2ncn(Cc3ccc(C(F)(F)F)cc3)c2n1 is listed as -1.1	-14.1
